HT1080NT lethal = kills 2HG-producing HT-1080-NT fibrosarcoma cells | HT-1080-NT fibrosarcoma viability, CellTiter-Glo ATP luminescence, 48 h | Potency, µM (titrated, usually from 46.1 µM), for inactives: top-dose activity, negative = less viability, hits mostly cytotoxic | 1.6% of 360,000 active;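 note: NT is the 2HG producing partner of a matched IDH1 knockdown line; potency is the fitted concentration of half-maximal effect; 0% = DMSO-treated cells and -100% = media-only wells without cells; nearly all actives have a fitted effect of over 55% in size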
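Viability of the 2HG-overproducing fibrosarcoma line after 48 hours of compound exposure at 37 degrees C was determined by luminescence with CellTiter-Glo, and concentration-effect curves were then fitted and categorized.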
WRN inhibitor = inhibitors of human WRN helicase | 0.46% of 360,000 active | AID 651768 | Potency, µM (highest dose often 114 µM), inactives show at the top dose activity change, negative = inhibition, most hits filed as inhibitors | Q14191 | WRN helicase unwinding, fluorescent forked duplex, kinetic; note: potency is the fitted concentration of half-maximal effect; % is set by controls: 0 for no effect and ±100 for the full control effect; nearly all actives have a fitted effect of over 55% in size
Target sequence (Q14191 whole entry, looked up): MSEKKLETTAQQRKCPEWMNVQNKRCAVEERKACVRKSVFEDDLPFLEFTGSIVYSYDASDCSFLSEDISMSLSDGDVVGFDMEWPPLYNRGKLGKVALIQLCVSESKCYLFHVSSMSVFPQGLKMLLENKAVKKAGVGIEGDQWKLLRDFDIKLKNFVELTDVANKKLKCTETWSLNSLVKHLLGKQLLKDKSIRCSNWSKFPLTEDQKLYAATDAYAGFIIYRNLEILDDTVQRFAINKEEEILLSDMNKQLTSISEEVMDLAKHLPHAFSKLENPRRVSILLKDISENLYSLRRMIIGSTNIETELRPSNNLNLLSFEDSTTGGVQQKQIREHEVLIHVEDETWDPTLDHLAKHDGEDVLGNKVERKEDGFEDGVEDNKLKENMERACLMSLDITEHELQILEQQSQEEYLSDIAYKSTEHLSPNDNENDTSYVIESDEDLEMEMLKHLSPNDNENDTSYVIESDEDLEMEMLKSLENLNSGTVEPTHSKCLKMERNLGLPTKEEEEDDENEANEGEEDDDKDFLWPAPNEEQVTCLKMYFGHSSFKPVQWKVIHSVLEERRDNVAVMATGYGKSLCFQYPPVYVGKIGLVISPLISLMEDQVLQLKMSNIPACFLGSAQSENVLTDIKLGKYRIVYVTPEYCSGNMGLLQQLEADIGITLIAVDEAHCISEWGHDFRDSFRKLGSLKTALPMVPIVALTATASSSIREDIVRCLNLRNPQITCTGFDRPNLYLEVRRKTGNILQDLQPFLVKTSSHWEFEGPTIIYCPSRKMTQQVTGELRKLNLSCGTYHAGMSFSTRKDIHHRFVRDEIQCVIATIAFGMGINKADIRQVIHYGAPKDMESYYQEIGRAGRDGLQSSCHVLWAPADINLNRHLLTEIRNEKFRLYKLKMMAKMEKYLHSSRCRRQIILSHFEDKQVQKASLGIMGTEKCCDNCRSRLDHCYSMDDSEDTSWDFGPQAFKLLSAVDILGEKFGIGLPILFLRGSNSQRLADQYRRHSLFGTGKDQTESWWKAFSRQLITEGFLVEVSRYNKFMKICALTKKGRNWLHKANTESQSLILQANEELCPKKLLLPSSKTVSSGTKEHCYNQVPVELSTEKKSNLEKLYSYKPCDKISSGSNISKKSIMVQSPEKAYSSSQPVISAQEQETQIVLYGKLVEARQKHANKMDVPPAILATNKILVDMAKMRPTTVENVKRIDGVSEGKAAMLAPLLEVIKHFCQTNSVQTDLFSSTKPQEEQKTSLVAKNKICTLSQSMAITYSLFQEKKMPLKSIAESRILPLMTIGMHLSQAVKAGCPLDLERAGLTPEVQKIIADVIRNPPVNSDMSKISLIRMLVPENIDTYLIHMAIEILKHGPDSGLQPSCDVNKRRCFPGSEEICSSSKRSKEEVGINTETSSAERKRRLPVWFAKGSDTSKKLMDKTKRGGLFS
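WRN at 20 nM final was preincubated with compound for 15 min at room temperature; reaction started with 100 nM forked duplex oligonucleotide carrying fluorophore and quencher plus 2 mM ATP (final). Unwinding followed kinetically by red fluorescence (ex 525/em 598 nm).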
KB-V1 cytotox = KB-V1 MDR subline cytotoxicity | KB-V1 MDR cells viability, CellTiter-Glo, 72 h | Potency, µM (highest dose often 46.1 µM), inactives show at the highest dose activity change, negative = cytotoxicity, most hits filed as cytotoxic | 3.4% of 400,000 active | AID 1347076; note: potency is the fitted concentration of half-maximal effect; % is set by controls: 0 for no effect and ±100 for the full control effect; nearly all actives have a fitted effect of over 60% in size
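KB-V1 MDR subline cells in DMEM (phenol-red free, 10% FBS) exposed to compounds in qHTS concentration series for 72 h at 37 degrees C. Viability read by CellTiter-Glo luminescence; concentration-effect curves fitted after normalization and correction.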
HT1080 IDH1KD tx = HT-1080 IDH1 knockdown cell toxicity (counter line) | HT-1080 IDH1 knockdown viability, ATP luminescence, 48 h | Potency, µM (top dose mostly 46.1 µM), without a hit: top-dose activity, negative = toxicity, actives largely listed as cytotoxic | 2% of 360,000 active | AID 686971;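 note: potency is the fitted concentration of half-maximal effect; 0% = DMSO wells and -100% = cell-free medium wells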
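HT-1080-IDH1KD cells (IDH1 knocked down), 750/well in RPMI with 5% FBS, treated with compound 48 h at 37 degrees C. Viability by CellTiter-Glo luminescence, normalised to DMSO and no-cell wells; concentration-response curves classed.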
MCF10A rereplic = DNA re-replication induction in MCF 10a cells; MCF 10A DNA re-replication, Hoechst nuclear intensity, 48 h; Potency, µM (series often up to 46.1 µM), for the others: at the top dose activity, positive = re-replication, hits mostly activators; 2.9% of 350,000 active; AID 624296; note: potency is the fitted concentration of half-maximal effect; % of control where 0% means no effect; nearly all actives have a fitted effect of over 50% in size
SW480 rereplic = DNA re-replication induction in SW480 cells. SW480 DNA re-replication, Hoechst DNA content imaging, 48 h. Potency, µM (titrated, usually from 46.1 µM), for the others: at the highest dose re-replication activation, actives largely listed as activators. 1.8% of 340,000 active; note: potency is the fitted concentration of half-maximal effect; % of control where 0% means no effect; nearly all actives have a fitted effect of over 55% in size
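Per well, 250 cells were exposed to pinned compound for 48 hr. Nuclear DNA was visualised with Hoechst (40 min, 37 C) and total object intensity recorded by fluorescence scanning.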
ATXN2 expr inh = reduces ATXN2 reporter expression in HEK-293 cells; HEK-293 ATXN2-luciferase reporter, luminescence, 24 h; Potency, µM (titrated, usually from 57 µM), for the others: top-dose activity change, negative = inhibition, most hits filed as inhibitors; 0.72% of 360,000 active; note: potency is the fitted concentration of half-maximal effect; % is set by controls: 0 for no effect and ±100 for the full control effect; nearly all actives have a fitted effect of over 55% in size
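qHTS (up to 57 uM final) was run with 24 h compound exposure of reporter cells at 37 °C. Each well was multiplexed: SteadyGlo luminescence measured ATXN2-luciferase expression after a fluorogenic Gly-Phe-AFC viability readout (25 uM final).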
KB-3-1 cytotox = kills parental KB-3-1 adenocarcinoma cells; Potency, µM (top dose mostly 46.1 µM), without a hit: at the top dose activity change, negative = cytotoxic, hits mostly cytotoxic; 1.4% of 400,000 active; KB-3-1 viability, CellTiter-Glo ATP luminescence, 72 h; note: potency is the fitted concentration of half-maximal effect; % is set by controls: 0 for no effect and ±100 for the full control effect; nearly all actives have a fitted effect of over 60% in size
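Luminescent ATP read-out (CellTiter-Glo) measures survival of drug-naive KB-3-1 cells after 72 h compound exposure at 37 °C. Titration series was screened from lowest to highest concentration, with DMSO vehicle plates as background controls.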
IL-1B inflam inh = inflammasome signaling inhibition, IL-1 beta readout | activity change, % at 57.5 µM | 4.7% of 360,000 active | THP-1 LPS/ATP IL-1B secretion, AlphaLISA, 16 h; stronger effect = lower value | AID 743279; in the data active = activity change below about -50%; inconclusive = mostly about -30% to -49%; note: % is set by controls: 0 for no effect and ±100 for the full control effect
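Secreted IL-1B measured by AlphaLISA bead assay after 16 h compound exposure of THP-1 cells; compounds (final up to 57.5 uM) added 1 h before LPS (250 ng/mL) and ATP (1.25 mM) stimulation; lower signal means less secretion.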
* marks the source's active call; other numbers are inactive results; ? = inconclusive; · = not tested or not shown; [ ] = remark or other dose. Unless noted, calls come from the whole dose curve; as a rule, active = well fitted curve in the direction sought with a large enough effect; inconclusive = small, poorly fitted or top-dose-only effect, or another doubt; inactive = no such curve, though single readings can be large; an effect the other way counts as inactive or inconclusive.

SMILES	HT1080NT lethal	WRN inhibitor	KB-V1 cytotox	HT1080 IDH1KD tx	MCF10A rereplic	SW480 rereplic	ATXN2 expr inh	KB-3-1 cytotox	IL-1B inflam inh
COc1cccc(C(=O)Cn2c(=N)n(C)c3ccccc32)c1	?	3.5%	0.0%	?	6.3%	0.4%	-20.8%	10.3µM*	-10.1
O=C(COc1ccc2c(c1)OCO2)Nc1cccc(F)c1	-5.2%	-2.8%[57.1 µM]	14.2%	7.7%	-5.6%	2.2%	45.2%[activator]	4.0%	-1.9
C[C@H](NC(=O)c1nc[nH]c1C(=O)N1CCN(C(=O)OC(C)(C)C)CC1)C(=O)OCc1ccccc1	7.0%	3.3%	8.8%	20.6%	?	-6.5%	11.4%	17.3%	2.4
CCCNc1c(NC(=O)C2CCC(C)CC2)c(=O)oc2ccccc12 (centres undefined)	20.5%	4.6%	-3.6%	-1.4%	-0.9%	-1.9%	-4.4%	0.4%	4.1
CC(C)(C)OC(=O)N1CCC(C(=O)N2CCCCCC2)CC1	14.2%	-0.1%	9.4%	15.3%	-2.1%	3.6%	-3.1%	38.3%	10.1
CSc1nc(-c2ccccc2)nn1S(=O)(=O)c1ccc(Cl)cc1	5.2%	-1.5%	19.1%	14.9%	5.9%	-9.4%	3.0%	-12.3%	-5.6
Cc1sc(NC(=O)CN(Cc2ccccc2)C(=O)C(C)C)c(C(N)=O)c1C	8.6%	1.1%	?	4.7%	10.2%	-3.5%	·	-20.0%	25.5
N#Cc1ccc(-c2ccco2)nc1SCc1ccccc1	-11.9%	-4.8%	?	-21.0%	?	?	-21.8%	?	41.4
CCCCCn1nc(C(=O)N2CCc3ccccc32)c2ccccc2c1=O	-11.4%	-2.8%	-6.7%	-29.3%	1.1%	-5.4%	·	?	8.0
Cc1nn(-c2ccccc2)c(C)c1/C=N/Nc1nc2ccccc2[nH]1	?	-27.7%	?	18.4µM*	?	?	-9.2%	?	-88.2*
O=C(NC(=S)N(Cc1ccccc1)c1ccccn1)C1CC1	3.6%	-1.7%	-3.4%	-2.5%	5.0%	-8.9%	12.7%	4.3%	12.5
O=C(/C=C/c1c(F)cccc1Cl)c1ccc(O)cc1	?	-6.1%	2.2%	?	3.26µM*	?	23.7%	?	?
O=C1N[C@@H](Cc2c[nH]c3ccccc23)COC(=O)[C@H](Cc2ccc(F)cc2)C/C=C\C[C@@H]1CC(=O)N(CCO)Cc1ccccc1	?	2.5%	-5.1%	?	16.0%	16.8%	?	?	-24.0
COc1cccc(CN2CCCN(S(=O)(=O)c3ccc(Br)cc3)CC2)c1	-12.7%	-18.5%	?	-29.1%	?	?	-15.0%	-4.4%	-18.2
CCN1C(=O)C2(C(C#N)=C(N)Oc3n[nH]c(-c4ccccc4)c32)c2ccccc21 (centres undefined)	-7.1%	-4.9%	-0.6%	-2.7%	0.7%	-4.0%	-4.3%	0.2%	-10.6
COC(=O)c1c(NC(=O)Cc2cccs2)sc2c1CCCC2	0.7%	?	-8.2%	-10.6%	?	-6.3%	27.2%	0.2%	5.9
CC12CCC(=O)N1C(C(=O)NNC(=O)c1cccc(Cl)c1)CS2 (centres undefined)	10.1%	6.0%	-57.4%	14.8%	1.6%	-0.9%	-5.6%	?	-3.9
COC(=O)/C=C1\SC(=Nc2ccccc2)NC1=O	3.0%	8.9%	3.6%	1.6%	16.4%	?	-4.5%	0.2%	-65.4*
CCOC(=O)c1cncc(NC(=O)c2ccccc2)c1	6.4%	0.2%	13.8%	18.2%	0.8%	-4.2%	-16.0%	?	-10.6
CC(C)OP(=O)(c1ccc(N(C)C)cc1)C(O)c1cccnc1 (centres undefined)	1.2%	1.6%	15.0%	-3.9%	-0.7%	2.3%	·	-1.4%	-7.2
OC(c1cccc(Cl)c1)c1nc(-c2csc3ccccc23)cs1 (centres undefined)	?	-7.8%	4.6%	?	·	·	-11.7%	0.0%	13.1
CCCc1ccc2oc(C(=O)N3CCC[C@H]3CO)c(C)c2c1	2.8%	-14.8%	-12.5%	-2.6%	-14.7%	-0.8%	·	-6.4%	-9.2
O=C(COC(=O)c1ncc(Cl)c(Cl)c1Cl)NCc1cccs1	6.1%	-1.4%	7.7%	4.1%	1.3%	-4.6%	-3.1%	21.6%	-19.1
Cc1cnc(C(=O)OCC(=O)NC(=O)c2ccccc2)cn1	3.7%	-15.4%	0.0%	23.8%	9.5%	1.7%	5.3%	-7.1%	-4.4
Cc1ccc2cccc(OCCCOc3ccccc3CO)c2n1	-4.9%	-7.9%	0.3%	3.0%	2.0%	7.4%	·	0.5%	-5.4

Further compounds follow:
SMILES	HT1080NT lethal	WRN inhibitor	KB-V1 cytotox	HT1080 IDH1KD tx	MCF10A rereplic	SW480 rereplic	ATXN2 expr inh	KB-3-1 cytotox	IL-1B inflam inh
CC(C)(C)c1nnc2sc(SCC(=O)c3ccc(Cl)cc3)nn2c1=O	16.1%	-10.7%	3.9%	20.2%	?	11.4%	-14.4%	-13.3%	?
O=C(CN1CCN(S(=O)(=O)c2ccc(Cl)s2)CC1)N1CCCCC1	-3.0%	2.5%	0.0%	-11.1%	11.3%	7.9%	-5.3%	-9.0%	?
CCC1CCCCN1CCCNC(=O)c1ccc2nc(N3CCCCC3)sc2c1 (centres undefined)	-16.1%	-27.8%	?	?	1.9%	60.9%	1.1%	?	?
CCc1cccc(NC(=O)CCc2nc3sc4c(c3c(=O)[nH]2)CCCC4)c1	17.8%	-9.8%[11.6 µM]	-24.3%	7.2%	?	-6.7%	?	0.0%	18.3
O=C(COC(=O)c1ccc(Br)o1)Nc1ccc2[nH]c(=O)[nH]c2c1	-1.5%	-22.4%	3.0%	18.7%	2.9%	-8.3%	·	-11.9%	-17.3
O=C(CSc1nnnn1C1CCCC1)Nc1ccccc1F	-0.3%	-0.6%	?	4.8%	4.8%	-10.7%	·	0.0%	-24.6
COc1ccc(CNC(=S)Nc2cc(C)ccc2C)cc1	4.9%	0.0%	-18.8%	2.6%	0.5%	-1.4%	-7.3%	-0.5%	8.3
Cc1ccc(NC(=O)NCC2CCN(Cc3cccc(Cl)c3)CC2)c(Cl)c1	-3.5%	-1.8%	-2.0%	-7.1%	10.1%	19.2%	-8.0%	-6.4%	-51.4*
O=C(c1ccc(F)cc1)C1CCN(C(=O)Nc2ccc(F)cc2F)CC1	-1.0%	4.8%	?	-11.7%	1.4%	-3.1%	-12.3%	?	21.4
O=C(CC1C(=O)NCCN1C(=S)Nc1ccccc1)Nc1ccc2c(c1)OCCO2 (centres undefined)	-0.5%	-5.8%	-6.9%	-9.6%	-6.2%	4.5%	-5.8%	15.5%	-6.0
O=S(=O)(Cc1cc(-c2ccc(Cl)cc2)no1)c1ccccc1	-10.5%	-33.3%	0.4%	-10.4%	0.5%	1.4%	25.4%	0.0%	-26.5
CCOc1ccc(N2C(=O)Nc3ccccc3C2(O)C(=O)NCc2ccc(F)cc2)cc1 (centres undefined)	0.0%	-2.3%	-4.5%	20.3%	0.2%	1.4%	-5.5%	10.3%	-1.8
COc1ccc(OCC(=O)Nc2ccccc2C(=O)NC(C)C)cc1	-19.5%	-10.9%	0.2%	-6.9%	11.6%	-10.4%	-2.1%	18.1%	12.8
COc1ccc(S(=O)(=O)NC(CC(=O)O)c2ccco2)cc1 (centres undefined)	3.3%	-17.5%	13.1%	5.8%	1.6%	-2.7%	-7.4%	0.5%	14.1
O=C(CN1C(=O)c2cccc3cccc1c23)Nc1ccc(S(=O)(=O)Nc2nccs2)cc1	-0.6%	-12.2%	8.6%	0.2%	12.0%	-11.6%	·	-2.0%	-4.5
CCC(C)NC(=O)CSc1n[nH]c(=O)n1CCc1ccccc1 (centres undefined)	-1.5%	-15.0%	9.3%	2.2%	-1.4%	-6.6%	3.7%	-3.3%	15.3
Cc1ccc(S(=O)(=O)NC(C)(C)CN2CCCCC2)cc1	6.2%	-6.8%	12.9%	3.1%	-1.3%	-7.9%	·	4.6%	11.5
Cn1c(=O)c2c(nc(NCc3ccc4c(c3)OCO4)n2Cc2ccccc2)n(C)c1=O	?	-35.5%	-14.0%	?	?	?	-27.0%	23.1µM*	-28.8
CCC(C)(C)C(=O)Nc1cc([N+](=O)[O-])ccc1Cl	?	-9.5%	9.9%	28.4%	22.0%	-0.2%	3.1%	8.3%	3.0
COCC(=O)Nc1cccc2ccccc12	8.9%	11.3%	1.6%	11.2%	1.7%	-7.1%	-38.5%	3.4%	16.5
O=C(COc1ccccc1F)Nc1ccc(S(=O)(=O)Nc2nccs2)cc1	-1.6%	-11.7%	2.3%	-0.9%	26.9%	-9.2%	8.3%	7.9%	-15.7
CCOC(=O)C1=CN(Cc2cccc(F)c2)S(=O)(=O)NC1c1ccc(F)c(Cl)c1 (centres undefined)	25.9µM*	-10.6%	?	?	?	11.6%	?	-22.3%	0.0
Fc1ccc(-n2nnc(-c3cccnc3Cl)n2)cc1	-0.8%	5.1%	3.4%	-1.1%	9.2%	2.4%	50.9%[activator]	4.4%	0.6
CC(C)(C)OC(=O)C(C(=O)OC(C)(C)C)c1ccc(Cl)nn1	7.7%	-0.7%	?	-1.4%	1.3%	-2.7%	4.0%	6.8%	41.6
C#CCOc1c(Cl)cc(/C=N/O)cc1OC	1.8%	-1.8%	-17.8%	-1.9%	6.7%	-2.7%	0.6%	-1.0%	0.0

2 entries drawn at random from the list so far:
SMILES	HT1080NT lethal	WRN inhibitor	KB-V1 cytotox	HT1080 IDH1KD tx	MCF10A rereplic	SW480 rereplic	ATXN2 expr inh	KB-3-1 cytotox	IL-1B inflam inh
Cn1c(=O)c2c(nc(NCc3ccc4c(c3)OCO4)n2Cc2ccccc2)n(C)c1=O	?	-35.5%	-14.0%	?	?	?	-27.0%	23.1µM*	-28.8
COCC(=O)Nc1cccc2ccccc12	8.9%	11.3%	1.6%	11.2%	1.7%	-7.1%	-38.5%	3.4%	16.5

Not a hit list, and some 12% of all compounds hit somewhere here.
